Dynein transport – dynein cargo transport inhibition; 3617.4 mouse cells, GR-EGFP nuclear translocation imaging; test concentration mostly 20 µM; stimulated with dexamethasone, 1 µM; hits give low values; z-score, hits read low; 220,000 tested, 0.47% active; AID 1381;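 active = plate z-score of nuclear minus cytoplasmic receptor signal below a set negative limit, without overly bright fluorescence or cell loss, cut at about -3.5 in these data, passing the limit was not always enough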;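 note: z-score of nuclear minus cytoplasmic ring GR-EGFP intensity difference per well; some compounds called inactive have numbers as strong as hits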
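Buffer or medium: tet-free, stripped-serum medium; Also added: dexamethasone, 1.0 µM final; Technique: high-content fluorescence imaging after fixation; Times: 48 h induction, 1 h compound, 30 min dex at 37 °C; Read-out: per-cell GR-EGFP intensity, nucleus versus surrounding cytoplasmic ring, well-averaged.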
SIAH1 antagonists – Siah-1 peptide-binding antagonists, primary screen, biochemical, fluorescence polarization, rhodamine-plectin, uHTS (AID 1817) | Siah-1 / rhodamine-plectin peptide fluorescence polarization; higher % means a stronger effect | displacement, % at 20 µM; hits with a dose series show IC50 in µM | 290,000 tested, 0.02% active;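 active = displacement of at least 50% at 20 µM, with a fluorescence ratio check between 0.3 and a set limit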;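 note: plate controls were Siah plus tracer with DMSO for no effect and tracer alone without Siah for full effect; strong numbers were not always called active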
P. falciparum M17LAP – P. falciparum M17LAP inhibitors, primary screen, biochemical, fluorogenic H-Leu-NHMec substrate, 1536-well (AID 1619); recombinant M17LAP, H-Leu-NHMec fluorogenic kinetic assay; higher % means a stronger effect; 220,000 tested, 0.38% active; one-dose inhibition, % at 30 µM; IC50 in µM for titrated hits;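 active = compound inhibiting the enzyme by more than half at any dose during confirmatory dose-response retesting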;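 note: plate controls were full reaction with DMSO carrier for no effect and no enzyme background for full effect; strong numbers were not always called active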
M1AAP inhibition – P. falciparum M1AAP inhibitors, biochemical, fluorogenic H-Leu-NHMec substrate, 1536-well (AID 1445) | recombinant M1AAP, H-Leu-NHMec fluorogenic kinetic assay; higher % means a stronger effect | one-dose inhibition, % at 30 µM; IC50 in µM for titrated hits | 220,000 tested, 0.42% active;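 active = primary inhibition above the hit cutoff, then over 50% inhibition at one or more dose response concentrations, cut at about 23% in these data, passing the limit was not always enough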;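 note: plate controls were DMSO full reaction for no effect and no enzyme background for full effect; strong numbers were not always called active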
XIAP antagonists – XIAP antagonists, biochemical, IAP family, fluorescence polarization (AID 1018) | XIAP BIR domain, fluorescence polarization peptide displacement; higher % means a stronger effect | displacement, % at 20 µM; hits with a dose series show IC50 in µM | 200,000 tested, 0.007% active; in the data active = displacement above about 50%; note: a part of the inactive calls stands beside numbers as strong as those of hits
AID2073 – inhibitors of Mint1-CaV2.2 protein interaction, biochemical, HTRF (AID 2073). inhibition, % at 20 µM; hits with a dose series show IC50 in µM. 290,000 tested, 0.19% active. HTRF protein-protein interaction, Mint1-CaV2.2; higher % means a stronger effect; in the data active = inhibition mostly above about 51%, no sharp cut-off; note: some results filed as inactive read as strong as hits
PMI inhibitors – MPI enzyme activity inhibition – biochemical, fluorescence intensity, coupled assay, primary screen (AID 1209). purified PMI enzyme, coupled fluorescence intensity; higher % means a stronger effect. inhibition, % at 20 µM; hits with a dose series show IC50 in µM. 190,000 tested, 0.42% active;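 note: plate controls were DMSO vehicle for no effect and wells lacking substrate for full effect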
human PMI inhibitors – MPI inhibition at elevated mannose 6-phosphate – biochemical, fluorescence intensity, high mannose 6-phosphate, primary screen (AID 1220); inhibition, % at 20 µM; hits with a dose series show IC50 in µM; recombinant PMI enzyme, coupled fluorescence intensity; higher % means a stronger effect; 190,000 tested, 0.66% active
LYP inhibition – PTPN22 lymphoid phosphatase activity blockers – biochemical, fluorescence intensity, uHTS (AID 1779) | recombinant LYP phosphatase, fluorescence intensity; higher % means a stronger effect | inhibition, % at 11.5 µM; hits with a dose series show IC50 in µM | 290,000 tested, 0.054% active;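 note: plate controls were vehicle with enzyme for no effect and no enzyme for full effect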
Dynein transport cytoplasmic EGFP – recorded beside Dynein transport, whose call it bears; z-score; measured here: cytoplasmic GR-EGFP intensity; hits give high values
Dynein transport nuclear GR-EGFP – also measured in Dynein transport; calls as there; z-score; measured here: nuclear GR-EGFP intensity;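 lower value marks the stronger effect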
Dynein transport cell count – recorded beside Dynein transport, whose call it bears; z-score; measured here: cell count per field
An asterisk follows results filed as active; x = not tested or not shown. Cut-off read from the data, not from the text of the source, unless noted: active = inhibition above about 50%; inactive = the rest.

[1] CCN(CC)S(=O)(=O)c1ccc(C(=O)Nc2ccc(OCC(=O)N3CCOCC3)cc2)cc1
[2] Cc1cc(NC(=O)CSc2nnc3c(C)cc4ccccc4n23)no1
[3] Cc1ccc(C)n1CCN1CCN(CC(=O)Nc2cc(C(F)(F)F)ccc2Cl)CC1
[4] COC(=O)c1ccc(OCC(O)CN2C(=O)c3ccccc3S2(=O)=O)cc1 (stereo unspecified)
[5] COc1ccc(/C=N/NC(=O)c2ccoc2C)cc1COc1ccc(Cl)cc1
[6] CC1=C(C(=O)OCC(C)C)C2(O)C(=O)c3ccccc3C2(O)N1 (stereo unspecified)
[7] Nc1cc(-c2cccc(F)c2)nn1S(=O)(=O)c1cccc2nsnc12
[8] COc1ccc2nc(SCC(=O)N3CCNC3=O)[nH]c2c1

Assay by compound	1	2	3	4	5	6	7	8
Dynein transport	-0.57	0.034	-0.51	1	-0.27	-0.65	-0.34	-0.041
Dynein transport cytoplasmic EGFP	-0.15	-0.12	-0.1	-0.11	-0.28	-0.29	-0.27	-0.21
Dynein transport nuclear GR-EGFP	0.046	0.34	-0.24	0.54	-0.012	-0.46	0.14	0.17
Dynein transport cell count	-0.081	-0.88	0.37	-1	0.26	-0.027	2.5	-0.03
SIAH1 antagonists	-3%	-3%	3%	-2%	5%	3%	20%	7%
P. falciparum M17LAP	1%	3%	8%	38%	8%	19%	-8%	-4%
M1AAP inhibition	9%	7%	4%	-8%	10%	3%	7%	-3%
XIAP antagonists	-5.7%	-2.1%	3.6%	11%	-1.9%	-7.1%	-3.7%	-3.7%
AID2073	6%	-5%	34%	-23%	-1%	7%	10%	7%
PMI inhibitors	-2%	-3%	1%	13%	14%	-3%	1%	11%
human PMI inhibitors	3%	-12%	3%	14%	11%	1%	7%	15%
LYP inhibition	3%	-12%	-2%	-3%	5%	-8%	1%	-2%

[9] CCCCn1nc(C(=O)Oc2ccc3c(C)cc(=O)oc3c2)c2ccccc2c1=O
[10] O=C(O)CC1=C(c2ccc(F)cc2)CCC1=O
[11] Cc1ccccc1NC(=O)CSc1ccncc1
[12] Cc1ccc(N2C(=O)CC(Nc3cccc4ccccc34)C2=O)cc1 (stereo unspecified)
[13] COc1ccc(OCC(=O)Nc2ccc(S(=O)(=O)N3CCCCCC3)cc2)cc1
[14] Cc1nnc(SCCn2c(N3CCC(C)CC3)nc3c2c(=O)[nH]c(=O)n3C)s1
[15] CCCOc1ccc(C2NC(=S)NC(c3ccccc3)=C2C(=O)Nc2ccc(C)cc2)cc1OC (stereo unspecified)
[16] Nc1n[nH]c2cccc(Cl)c12

Assay by compound	9	10	11	12	13	14	15	16
Dynein transport	-2.2	-0.2	2.6	-0.18	-0.29	0.37	0.53	0.45
Dynein transport cytoplasmic EGFP	0.29	-0.28	-0.13	-0.21	-0.24	-0.32	-0.2	-0.19
Dynein transport nuclear GR-EGFP	-1.1	-0.52	1.2	0.39	-0.076	0.033	0.17	0.33
Dynein transport cell count	-2	0.57	-2.1	-0.31	-0.68	0.67	-0.07	-0.29
SIAH1 antagonists	4%	6%	-4%	8%	-2%	1%	-1%	-1%
P. falciparum M17LAP	-345%	8%	-3%	-9%	-3%	-8%	8%	1%
M1AAP inhibition	29%	1%	-6%	4%	-1%	5%	-3%	3%
XIAP antagonists	-2.7%	-2.7%	x	x	-4.0%	-5.2%	-1.7%	x
AID2073	24%	28%	1%	-1%	5%	0%	-19%	7%
PMI inhibitors	0%	6%	x	x	12%	11%	10%	x
human PMI inhibitors	-23%	-6%	x	x	20%	10%	5%	x
LYP inhibition	-25%	-6%	-8%	-5%	7%	-7%	3%	-3%

[17] COC(=O)NNC(=S)Nc1ccc(Br)cc1
[18] COc1ccccc1CC(=O)Nc1ccc(-c2noc(COc3ccc(Cl)c(C)c3)n2)cc1
[19] CC1=CC(C)(C)n2c(O)c(C3=NC(=S)NC3=O)c3cc(OC(=O)c4cccc5ccccc45)cc1c32
[20] Cc1cccc(S(=O)(=O)NCCC(=O)OC(C)C(=O)NC(=O)NC2CCCCC2)c1 (stereo unspecified)
[21] Cc1ccccc1NC(=S)N(CCc1c(C)[nH]c2ccc(F)cc12)Cc1cccnc1
[22] CCn1c(O)c(N=NC(=O)C2C(=O)NCC2c2ccccc2)c2ccccc21 (stereo unspecified)
[23] CCOC(=O)c1ccc(NC(=S)N(CCCN2CCCC(C)C2)Cc2ccco2)cc1 (stereo unspecified)
[24] CSc1ccccc1NC(=O)c1ccco1

Assay by compound	17	18	19	20	21	22	23	24
Dynein transport	-0.18	1.2	0.036	0.45	0.3	-1.2	-0.2	-1.2
Dynein transport cytoplasmic EGFP	-0.26	-0.14	-0.21	-0.44	-0.14	-0.31	-0.21	0.98
Dynein transport nuclear GR-EGFP	-0.027	0.7	-0.16	0.21	0.098	-0.88	-0.045	0.3
Dynein transport cell count	0.46	0.0063	-0.72	0.11	0.14	1.2	0.13	0.21
SIAH1 antagonists	1%	7%	0%	1%	-5%	2%	-7%	6%
P. falciparum M17LAP	-7%	0%	-1%	6%	4%	2%	10%	4%
M1AAP inhibition	7%	-3%	-9%	-3%	8%	4%	-1%	0%
XIAP antagonists	-6.9%	-2.2%	-6.0%	-0.6%	-8.6%	-13%	-6.4%	-3.0%
AID2073	2%	17%	14%	2%	-3%	-5%	-13%	0%
PMI inhibitors	12%	0%	7%	8%	7%	11%	2%	-2%
human PMI inhibitors	4%	0%	-11%	2%	7%	1%	-11%	-8%
LYP inhibition	-1%	-3%	-4%	-6%	2%	4%	-3%	0%

[25] CCOc1cc2[nH]c(=O)n(CCCN3CCN(c4ccc(OC)cc4)CC3)c(=O)c2cc1OCC
[26] CC1=NN(C(N)=S)C(=O)C1N=Nc1ccccc1C (stereo unspecified)
[27] C=CCOc1ccc(CNc2ccc(NC(=O)CC(C)C)cc2)cc1OC
[28] NC(N)=NS(=O)(=O)c1ccc(NC(=S)NC(=O)/C=C/c2cccs2)cc1
[29] O=C(COC(=O)/C=C/c1ccc([N+](=O)[O-])cc1)NCc1ccccc1
[30] CCSc1nnc(-c2ccc(S(=O)(=O)N3CCCC3)cc2)n1C
[31] C=CCOc1ccccc1CNc1ccccc1C
[32] O=C(NCCOc1ccccc1F)c1ccccc1SCc1ccc(F)cc1

Assay by compound	25	26	27	28	29	30	31	32
Dynein transport	0.081	-0.43	-0.32	0.56	-0.54	-0.35	-0.46	0.63
Dynein transport cytoplasmic EGFP	-0.3	-0.19	-0.31	-0.26	-0.32	-0.15	-0.21	-0.22
Dynein transport nuclear GR-EGFP	0.068	-0.22	-0.55	0.77	-0.64	-0.34	-0.51	0.43
Dynein transport cell count	0.45	-0.7	0.67	-0.58	0.59	0.47	0.69	-0.71
SIAH1 antagonists	22%	-8%	3%	-2%	-1%	-9%	-3%	-1%
P. falciparum M17LAP	4%	4%	12%	-2%	8%	-15%	0%	-6%
M1AAP inhibition	-4%	12%	4%	5%	-4%	5%	11%	8%
XIAP antagonists	-3.4%	-4.8%	-4.7%	-10%	-8.1%	-1.3%	-9.0%	-3.9%
AID2073	-17%	-10%	-7%	43%	-1%	-1%	5%	-2%
PMI inhibitors	20%	-4%	-1%	5%	1%	-5%	-29%	2%
human PMI inhibitors	21%	-5%	13%	4%	-1%	-10%	-46%	-1%
LYP inhibition	-6%	-7%	-1%	-5%	2%	-8%	1%	-1%

Shown with each value named: part of the list above
[31] C=CCOc1ccccc1CNc1ccccc1C
  Dynein transport: -0.46; Dynein transport cytoplasmic EGFP: -0.21; Dynein transport nuclear GR-EGFP: -0.51; Dynein transport cell count: 0.69; SIAH1 antagonists: -3%; P. falciparum M17LAP: 0%; M1AAP inhibition: 11%; XIAP antagonists: -9.0%; AID2073: 5%; PMI inhibitors: -29%; human PMI inhibitors: -46%; LYP inhibition: 1%
[26] CC1=NN(C(N)=S)C(=O)C1N=Nc1ccccc1C (stereo unspecified)
  Dynein transport: -0.43; Dynein transport cytoplasmic EGFP: -0.19; Dynein transport nuclear GR-EGFP: -0.22; Dynein transport cell count: -0.7; SIAH1 antagonists: -8%; P. falciparum M17LAP: 4%; M1AAP inhibition: 12%; XIAP antagonists: -4.8%; AID2073: -10%; PMI inhibitors: -4%; human PMI inhibitors: -5%; LYP inhibition: -7%
[13] COc1ccc(OCC(=O)Nc2ccc(S(=O)(=O)N3CCCCCC3)cc2)cc1
  Dynein transport: -0.29; Dynein transport cytoplasmic EGFP: -0.24; Dynein transport nuclear GR-EGFP: -0.076; Dynein transport cell count: -0.68; SIAH1 antagonists: -2%; P. falciparum M17LAP: -3%; M1AAP inhibition: -1%; XIAP antagonists: -4.0%; AID2073: 5%; PMI inhibitors: 12%; human PMI inhibitors: 20%; LYP inhibition: 7%
[30] CCSc1nnc(-c2ccc(S(=O)(=O)N3CCCC3)cc2)n1C
  Dynein transport: -0.35; Dynein transport cytoplasmic EGFP: -0.15; Dynein transport nuclear GR-EGFP: -0.34; Dynein transport cell count: 0.47; SIAH1 antagonists: -9%; P. falciparum M17LAP: -15%; M1AAP inhibition: 5%; XIAP antagonists: -1.3%; AID2073: -1%; PMI inhibitors: -5%; human PMI inhibitors: -10%; LYP inhibition: -8%

Going on with the list.
[33] COc1ccc(C2CCCN2C(=S)Nc2cccc(C)c2C)cc1OC (stereo unspecified)
[34] O=C(CN(c1ccc(Cl)cc1)S(=O)(=O)c1ccc(Cl)c([N+](=O)[O-])c1)NCCc1ccc(F)cc1
[35] Cn1c(=O)[nH]c(=O)c2c1nc(CN1CCOCC1)n2CCCO
[36] NC1=NC(=O)C(Cc2ccccc2)S1 (stereo unspecified)
[37] COCCCNc1ncnc2nc[nH]c12
[38] Cn1c(=NC(=O)C2CCCCC2)sc2cc([N+](=O)[O-])ccc21
[39] Cc1ccc(OCCCC(=O)Nc2ccc(N3CCOCC3)cc2)cc1

Assay by compound	33	34	35	36	37	38	39
Dynein transport	-1.3	-1.5	-0.34	-0.0094	0.24	-0.43	0.85
Dynein transport cytoplasmic EGFP	-0.33	0.087	0.26	-0.15	-0.14	-0.31	-0.26
Dynein transport nuclear GR-EGFP	-0.53	-0.98	-0.086	-0.063	0.3	-0.1	-0.63
Dynein transport cell count	1	-0.012	-0.16	0.32	-0.59	0.62	0.41
SIAH1 antagonists	1%	16%	-7%	10%	14%	0%	-1%
P. falciparum M17LAP	0%	10%	-3%	-8%	23%	1%	-8%
M1AAP inhibition	7%	4%	0%	1%	2%	-1%	1%
XIAP antagonists	-3.7%	-3.8%	-7.5%	-6.4%	0.9%	-5.5%	-2.7%
AID2073	34%	-1%	0%	6%	3%	-2%	2%
PMI inhibitors	2%	-7%	-3%	x	12%	-30%	7%
human PMI inhibitors	-3%	-9%	-2%	x	12%	-10%	7%
LYP inhibition	8%	-5%	-9%	-11%	0%	-2%	-11%
